GC-B act: GC-B (human) receptor activation | AID 1920062 | activation, % at 10 µM | 0.11% of 370,000 active | HEK293-GC-B cells, CNP EC30, cGMP TR-FRET; 0% at EC30 CNP, 100% saturating CNP;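 active = activation at 10 µM reaching about 35% in either raw or pattern-adjusted values, limit read from the data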
HTRA1 inh: blocks human HTRA1 serine peptidase; recombinant HTRA1, FP-rhodamine activity-based probe, fluorescence polarization; inhibition, % at 5.96 µM; 0.5% of 340,000 active; AID 504803; in the data active = inhibition above about 36%;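 also: 0% = enzyme with DMSO and 100% = wells lacking enzyme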
TCR-CD3 inh: blocks the human TCR-CD3 interaction | TAMRA-labeled TCR probe fluorescence, biochemical | inhibition, % at 9.4 µM | 0.37% of 360,000 active; in the data active = inhibition above about 19%;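 also: recombinant mutant TCR 2C K166C tagged with TAMRA read by polarization; 0% = receptor in buffer alone and 100% = receptor with positive control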
MBD2 DNA inh: blocks human MBD2 binding to methylated DNA | Q9UBB5 | TR-FRET, MBD2 binding to methylated oligonucleotide | inhibition, % at 4.4 µM | 0.31% of 370,000 active | AID 686964; in the data active = inhibition above about 13%
PRMT1 inh: PRMT1 (human) inhibition, primary screen | recombinant PRMT1, activity-based probe fluorescence polarization | 1.3% of 370,000 active | Q99873 | inhibition, % at 2.79 µM | AID 652257;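 active = inhibition above about 21% made by adding two undisclosed values, limit read from the data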
Target sequence (Q99873 whole entry, looked up): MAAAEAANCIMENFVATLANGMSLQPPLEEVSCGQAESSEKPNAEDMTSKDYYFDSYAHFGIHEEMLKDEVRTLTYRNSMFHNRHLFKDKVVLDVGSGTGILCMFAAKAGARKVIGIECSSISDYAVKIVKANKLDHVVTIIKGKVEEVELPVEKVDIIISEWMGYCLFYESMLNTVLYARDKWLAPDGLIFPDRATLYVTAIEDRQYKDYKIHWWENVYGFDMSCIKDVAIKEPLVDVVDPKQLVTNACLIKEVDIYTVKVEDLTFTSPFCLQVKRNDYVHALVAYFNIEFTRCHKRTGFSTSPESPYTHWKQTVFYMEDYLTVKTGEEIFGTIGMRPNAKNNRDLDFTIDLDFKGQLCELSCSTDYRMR
TDP2 absorb: TDP2 (human) inhibition, absorbance primary screen; 0.34% of 370,000 active; inhibition, % at 12.8 µM; recombinant TDP2, T5PNP hydrolysis, p-nitrophenol absorbance 415 nm;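 active = inhibition above the mean of all tested compounds plus 3 SD, set per campaign, cut at about 25% in these data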;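 also: 0% = DMSO with enzyme and 100% = buffer with substrate but no TDP2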
Target sequence (O95551 whole entry, looked up): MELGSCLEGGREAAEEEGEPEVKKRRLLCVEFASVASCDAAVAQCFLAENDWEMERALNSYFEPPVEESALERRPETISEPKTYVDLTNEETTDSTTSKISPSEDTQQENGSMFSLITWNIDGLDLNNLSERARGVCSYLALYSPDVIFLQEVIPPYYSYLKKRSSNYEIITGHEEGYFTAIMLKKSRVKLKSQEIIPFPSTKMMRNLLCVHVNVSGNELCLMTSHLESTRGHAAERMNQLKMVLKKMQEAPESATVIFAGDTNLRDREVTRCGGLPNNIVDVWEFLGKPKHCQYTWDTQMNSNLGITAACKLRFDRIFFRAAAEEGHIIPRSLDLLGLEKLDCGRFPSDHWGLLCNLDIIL
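System – recombinant human TDP2 · Quantity – TDP2 enzyme at 120 nM final · Doses – single concentration, 12.8 µM nominal, with 1% DMSO · Incubation – 2 h at 37 °C · Measured by – epi absorbance of p-nitrophenol freed from T5PNP by hydrolysis · Read-out – % inhibition relative to enzyme-containing and enzyme-free wells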
LEDGF integ inh: blocks HIV-1 LEDGF/p75-dependent DNA integration; TR-FRET IN-LEDGF/p75 DNA integration, Eu/Cy5; inhibition, % at 3.7 µM; 0.64% of 370,000 active; AID 743269;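 active = inhibition above the screen-wide mean plus 3 SD, cut at about 13% in these data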;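 also: signal is the Cy5 over europium emission ratio at 671 and 618 nm; 0% = plate median of compound wells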
ABHD4 inh: ABHD4 (mouse) inhibition, primary FP screen; Q8VD66; purified mABHD4, FP-Rh probe fluorescence polarization; inhibition, % at 8.92 µM; 0.54% of 370,000 active; AID 720543;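 active = inhibition exceeding the mean over every tested compound plus 3 SD, cut at about 30% in these data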;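 also: 0% = plate median of compound wells and 100% = S159A mutant with DMSO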
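Test system: mABHD4 protein | Buffer or medium: HEPES pH 7.0 buffer, 150 mM NaCl, 0.01% Pluronic F-127 | Probe or stimulus: FP-Rh fluorescent activity-based probe, added after compound pre-incubation | Timing: Pre-incubation 45 min, probe exposure 60 min, at 25 °C | Technique: Fluorescence polarization, excitation 525 nm, emission 598 nm, BODIPY TMR filters | Repeats: Single well per compound (singlicate)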
SIAE inh: inhibitors of human sialic acid acetylesterase SIAE; Q9HAT2; SIAE FP-Rh probe binding, fluorescence polarization; inhibition, % at 9.66 µM; 0.69% of 370,000 active; AID 1053197;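 active = inhibition above a cutoff: mean of compounds within the control limits plus 3 SD of those, cut at about 17% in these data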;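 also: 0% = plate median of compound wells and 100% = probe without SIAE protein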
rCAG binder: r(CAG) repeat RNA binding; TO-PRO-1 dye displacement fluorescence; inhibition, % at 3 µM; 1.3% of 370,000 active; AID 651821;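 active = inhibition above the plate cutoff, the mean of all test compounds on that plate plus 3 SD, cut at about 35% in these data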;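 also: 0% = DMSO alone and 100% = 100 µM mitoxantrone as full dye displacement; higher means more dye released from RNA so lower well fluorescence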
Numbers without * were called inactive; / = not tested or not shown. A portion of the library; count on the stated rates, not on these rows.

The line under a structure holds: GC-B act	HTRA1 inh	TCR-CD3 inh	MBD2 DNA inh	PRMT1 inh	TDP2 absorb	LEDGF integ inh	ABHD4 inh	SIAE inh	rCAG binder
> O=C(COC(=O)c1c(F)cccc1Cl)NC1CCCCC1
→ -1	2	4	-2	-2	10	-1	-3	2	-14
> COCCN1C(=O)c2ccccc2C(C(=O)NCCN(C)C)C1c1ccc(F)cc1 (stereo unspecified)
→ -14	4	-1	2	0	13	0	4	-3	-2
> CCCC(=O)Nc1ccc2c(c1)nc(CN1CCN(C(=O)OCC)CC1)n2C
→ -2	1	-7	9	0	1	-2	2	-1	-6
> COc1ccc(NC(=O)COC(=O)c2ccc(S(=O)(=O)N3CCCCC3)cc2)c(OC)c1
→ -3	5	-2	0	-3	3	-2	-2	10	5
> C/C(=C\C(=O)Nc1cc(C)on1)c1ccccc1
→ -5	6	1	-7	-1	-11	3	-4	0	1
> COc1cc(/C=C2\SC(=Nc3ccccc3)NC2=O)cc(Cl)c1O
→ 0	-20	-24	-5	-10	-1	-2	-54	-39	-12
> Cc1ccc(NC(=O)c2nc[nH]c2C(=O)N2CCCCC2)c(C(=O)c2ccccc2)c1
→ -9	1	-3	2	1	2	1	-8	0	-5
> CNC(=O)CN(c1cc(OCCOC)c(Cl)cc1Cl)S(=O)(=O)c1ccccc1
→ -2	-3	0	7	-1	1	-1	6	-3	-6
> Cc1cc(NC(=O)CN2C(=O)NC3(CCCCCC3)C2=O)no1
→ 3	1	-7	2	-1	2	-2	-2	-1	-5
> Cc1ccc(NC(=S)NCc2ccc3c(c2)OCO3)cc1C
→ 4	-9	5	3	1	-3	3	-7	10	0
> O=C(Nc1ccncc1)C1CCN(S(=O)(=O)c2ccc(Cl)cc2)CC1
→ -4	2	-2	-1	-3	12	3	-6	9	-4
> CCC/C=N/Nc1nnc(Cc2ccc(OC)c(OC)c2)c(=O)[nH]1
→ 2	-3	2	-2	-3	15	2	-2	2	8
> O=C(CN1C(=O)NC2(CCCC2)C1=O)Nc1ccc(Cl)cc1C(F)(F)F
→ 0	-2	-1	-1	1	0	-4	3	-5	-3
> COC(=O)[C@]12C[C@H](CC(=O)N3CCN(C(=O)C4CC4)CC3)C(=O)N(Cc3cccc4ccccc34)C1=C[C@H](C(C)C)O[C@@H]2C1CC1
→ -4	/	/	0	1	-6	-2	1	4	8
> CSc1nc(N2CCOCC2)c2sccc2n1
→ 4	-3	7	5	-5	-12	3	-3	-12	-1
> COc1ccc(CN(C)C(=O)C23CC4CC(CC(C4)C2)C3)c(OC)c1
→ -1	-20	3	0	0	2	-2	20	-1	-1
> COc1cc(C(=O)N2CCCCC2c2cc(C(=O)NCc3cccnc3)no2)cc(OC)c1C (stereo unspecified)
→ 4	/	-6	8	9	-5	-4	-16	-7	0
> Cc1cccc(OCC(=O)N/N=C/CC(C)c2ccccc2)c1C (stereo unspecified)
→ 6	-1	-7	-4	2	-3	-6	3	-10	0
> CC(=O)NC1(c2ccccc2)CCN(Cc2nnnn2C(C)(C)C)CC1
→ -3	0	1	-7	0	-2	0	-5	1	-1
> CCc1cccc(CC)c1NC(=O)C(CC)Sc1nc2ccncc2[nH]1 (stereo unspecified)
→ 6	2	5	-2	-3	-2	-4	2	11	3
> CC(C)C#Cc1cnc2c(c1)C(=O)N([C@H](C)CO)C[C@@H](C)[C@H](CN(C)C(=O)Nc1ccccc1F)O2
→ 7	-5	2	1	0	3	-4	0	-1	2
> CC(=O)Nc1ccc(S(=O)(=O)NNc2cccc(C)c2)cc1
→ 1	3	0	2	23*	9	0	11	9	4
> CCN1CCN(Cc2c(C)[nH]c3ccc(OC)cc3c2=O)CC1
→ 3	2	1	2	-3	4	0	-7	2	0
> COc1ccc(C(=O)NCC(C)(C)SCc2c(C)cc(C)cc2C)cc1
→ -4	-44	5	2	-3	-2	2	-22	-3	-2
> COC(=O)c1cccc(NC(=O)CSc2nnc(COc3ccc(C#N)cc3)n2-c2ccccc2)c1
→ -6	-14	-6	1	1	-5	-2	-9	-8	8
> CCC[C@H]1CCCC/C=C\CCCC(=O)OCCN1C(=O)OC(C)(C)C
→ -9	11	1	-9	0	2	0	2	4	-8
> Cn1c(C(=O)NCCCN2CCOCC2)cc2c(=O)n(C)c3ccccc3c21
→ -1	8	-13	0	8	-6	-2	8	0	5
> Fc1ccc(Nc2ccc3ccccc3n2)c(F)c1
→ 1	-14	-3	0	2	-3	2	0	1	0
> C[C@@H]1OC(c2ccccc2)N(C)[C@H]2C[C@H]3c4[nH]c5cccc(-c6ccccc6)c5c4CCN3C[C@@H]12 (stereo partly specified)
→ 2	/	/	0	-1	4	-5	6	3	9
> COc1ccc2c(c1)[nH]c1c(=O)n(Cc3ccco3)cnc12
→ 0	-7	3	0	-3	5	-1	4	-3	2
> CCOC(=O)c1sc(NC(C)=O)c(C(=O)OCC)c1C
→ -3	1	11	-4	0	7	-8	6	-3	-4
> COCCN(C(=O)CCc1ccc(OC)cc1)c1nnc(-c2ccncc2)s1
→ -8	-7	-3	1	3	10	-2	-1	2	-7
> CCc1nc2ccc(C(=O)Nc3cccc(NS(C)(=O)=O)c3)cn2c1N(C)CCN1CCOCC1
→ 0	/	0	-2	0	3	-2	0	2	2
> COC(OC)c1ccnc(-c2ccc(OC(C)=O)cc2)n1
→ 5	0	7	0	2	5	2	2	-2	-2
> O=C(Cc1csc(NC(=O)c2ccccc2)n1)NO
→ 4	7	-6	-2	0	8	-2	12	22*	-3
> C=CCn1nnnc1-c1cc(Cl)cc(Cl)c1
→ 12	-4	1	-5	-3	0	-1	1	-1	-5
> COc1cc(C(=O)NCCC2=CCCCC2)ccc1OCc1c(C)noc1C
→ 1	-2	2	2	1	2	4	4	-4	-2
> CN(C)S(=O)(=O)c1ccc(C(=O)NCC(C)(C)CN=C2NS(=O)(=O)c3ccccc32)cc1
→ 2	-2	-1	-5	2	-8	2	7	-6	4
> CCOC(=O)[C@H]1[C@H]2COc3ccc(Br)cc3[C@@H]2N2C(=O)N(c3ccccc3)C(=O)[C@@]12C
→ -4	-44	5	2	1	7	0	-11	4	-2
> O=C(O)Cn1nnc(-c2ccc(OCc3ccccc3)cc2)n1
→ 2	5	-4	-3	2	4	0	1	-1	-1
> Cc1cc(C)c(C)c(/C=C(/C#N)C(N)=S)c1C
→ 8	-6	-3	3	0	2	-1	1	-4	-2
> COCCN1C(=O)C(=O)/C(=C(/O)c2ccc(S(=O)(=O)N3CCOCC3)cc2)C1c1ccc(O)cc1 (stereo unspecified)
→ 0	4	4	-6	1	-7	-7	3	4	-1
> N#C/C(=N\Nc1ccccc1)C(N)=S
→ 5	-2	5	-5	-3	4	-1	4	11	1
> Cc1cccc(NC(=O)CSCC(=O)Nc2cc(Cl)ccc2N2CCN(C)CC2)c1
→ -16	3	1	3	0	12	-1	7	3	-5
> COc1ccccc1NC(=O)c1ccc(NC(=O)CN2C(=O)CN(C)C2=O)cc1
→ 0	4	-4	-1	4	-2	-5	5	3	-2
> Cc1cc(S(=O)(=O)N2CCC3(CC2)OCCO3)c(C)cc1Cl
→ 1	-1	8	-1	2	0	-5	-6	-5	-5
> CC(=O)NNC(=O)c1cc2c3ccccc3n(C)c2s1
→ 1	-7	-6	2	-5	-8	7	-2	3	5
> O=C(COC(=O)/C=C/c1cccc(Cl)c1)Nc1ccc2[nH]c(=O)[nH]c2c1
→ -8	-7	-8	-8	5	5	-3	-14	-3	2
> Cc1ccc(OCCCn2c(=O)sc3ccccc32)cc1
→ -8	-16	6	-6	-2	0	0	-13	-1	-3
> O=C(NCc1ccccc1)C(=O)NCC1OCCN1S(=O)(=O)c1ccc([N+](=O)[O-])cc1 (stereo unspecified)
→ 1	-1	7	2	1	3	-4	-3	1	8
> CC(C)[C@H](NC(=O)c1ccco1)C(=O)NC12CC3CC(CC(C3)C1)C2
→ 2	-12	0	-6	0	-2	-3	1	4	-3
> COc1ccc(Br)c(C(=O)N2CCN(S(=O)(=O)/C=C/c3ccccc3)CC2)c1
→ -4	-2	0	5	1	0	-3	5	2	-5
> Cc1ccc2cc(CN(CC3CCCO3)C(=S)NCc3ccco3)c(=O)[nH]c2c1 (stereo unspecified)
→ 2	-12	-6	2	4	-4	-4	-2	-4	-4
> O=C(Cc1ccccc1[N+](=O)[O-])Nc1cccc(S(=O)(=O)NC2=NCCCCC2)c1
→ 1	-4	1	0	-2	-2	-3	4	6	3

12 entries from above, sorted by heavy-atom count, low to high:
The line under a structure holds: GC-B act	HTRA1 inh	TCR-CD3 inh	MBD2 DNA inh	PRMT1 inh	TDP2 absorb	LEDGF integ inh	ABHD4 inh	SIAE inh	rCAG binder
> C=CCn1nnnc1-c1cc(Cl)cc(Cl)c1
→ 12	-4	1	-5	-3	0	-1	1	-1	-5
> CSc1nc(N2CCOCC2)c2sccc2n1
→ 4	-3	7	5	-5	-12	3	-3	-12	-1
> CC(=O)NNC(=O)c1cc2c3ccccc3n(C)c2s1
→ 1	-7	-6	2	-5	-8	7	-2	3	5
> Cc1ccc(OCCCn2c(=O)sc3ccccc32)cc1
→ -8	-16	6	-6	-2	0	0	-13	-1	-3
> Cc1cc(NC(=O)CN2C(=O)NC3(CCCCCC3)C2=O)no1
→ 3	1	-7	2	-1	2	-2	-2	-1	-5
> Cc1cccc(OCC(=O)N/N=C/CC(C)c2ccccc2)c1C (stereo unspecified)
→ 6	-1	-7	-4	2	-3	-6	3	-10	0
> COc1ccc(CN(C)C(=O)C23CC4CC(CC(C4)C2)C3)c(OC)c1
→ -1	-20	3	0	0	2	-2	20	-1	-1
> O=C(CN1C(=O)NC2(CCCC2)C1=O)Nc1ccc(Cl)cc1C(F)(F)F
→ 0	-2	-1	-1	1	0	-4	3	-5	-3
> COc1cc(C(=O)NCCC2=CCCCC2)ccc1OCc1c(C)noc1C
→ 1	-2	2	2	1	2	4	4	-4	-2
> O=C(NCc1ccccc1)C(=O)NCC1OCCN1S(=O)(=O)c1ccc([N+](=O)[O-])cc1 (stereo unspecified)
→ 1	-1	7	2	1	3	-4	-3	1	8
> CCc1nc2ccc(C(=O)Nc3cccc(NS(C)(=O)=O)c3)cn2c1N(C)CCN1CCOCC1
→ 0	/	0	-2	0	3	-2	0	2	2
> COC(=O)c1cccc(NC(=O)CSc2nnc(COc3ccc(C#N)cc3)n2-c2ccccc2)c1
→ -6	-14	-6	1	1	-5	-2	-9	-8	8

Bioassay records (PubChem)
